# High-throughput results: PubChem BioAssay, several laboratories
# NOD1 inhibition: NOD1 signaling inhibitors, primary screen, cell-based, luminescence, uHTS (AID 1578) | NOD1-driven NF-kB luciferase reporter cells, luminescence; higher % means a stronger effect | one-dose inhibition, % at 4 µM; EC50 in µM for titrated hits | 290,000 compounds, 1% hits; in the data active = inhibition mostly above about 36%, no sharp cut-off; inactive = mostly below about 34%;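 note: HEK-293T reporter cells stimulated with the NOD1 agonist gamma-tri-DAP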
# HIV fusion peptide: inhibitors of HIV fusion peptide binding, primary screen, biochemical, uHTS, fluorescence dequenching (AID 1986); 290,000 compounds, 0.3% hits; inhibition, % at 20 µM, or IC50 in µM where a hit was titrated; cell-free peptide binding, fluorescence dequenching, 30 min; higher % means a stronger effect; in the data active = inhibition mostly above about 52%, no sharp cut-off; inactive = mostly below about 76%; note: some results filed as inactive read as strong as hits
# AID2073: inhibitors of Mint1-CaV2.2 protein interaction, biochemical, HTRF (AID 2073); Voltage-dependent N-type calcium channel subunit alpha-1B (Homo sapiens); HTRF protein-protein interaction, Mint1-CaV2.2; higher % means a stronger effect; inhibition, % at 20 µM, or IC50 in µM where a hit was titrated; 290,000 compounds, 0.19% hits; in the data active = inhibition mostly above about 51%, no sharp cut-off; inconclusive = no clear call, values can overlap the other calls; inactive = mostly below about 53%; note: some results filed as inactive read as strong as hits
# Yfh1-off respiration: enhancers of respiration in Yfh1-depleted yeast, dose response, Friedreich's ataxia, plus single-dose screen (AID 1465); fold induction at 50 µM; hits with a dose series show EC50 in µM; 220,000 compounds, 0.074% hits; S. cerevisiae Yfh1-off respiration, WST-1 reduction, 72 h; higher fold induction means a stronger effect;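 active = fold induction of absorbance versus untreated yeast above a set limit, then at least 30% activation at any dose in follow-up; inconclusive = repeats straddling the limit, or above it without dose testing; inactive = fold induction below the set limit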;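 note: activators that raise dye reduction in frataxin-depleted yeast; strong numbers were not always called active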
# West Nile antiviral: West Nile virus antiviral activity, cell-based, CPE readout (AID 1621) | West Nile virus-infected cells, CPE inhibition; higher % means a stronger effect | 290,000 compounds, 0.02% hits | CPE inhibition, % at 10 µM; hits with a dose series show IC50 in µM; in the data active = a potency from the dose series; inconclusive = CPE inhibition mostly from about 3.7% at the one dose, without a potency; inactive = the rest, 99 in 100 with CPE inhibition below about 2.2%; note: strong numbers were not always called active
# HEK293 NOD2/NF-kB: NOD2 signaling inhibitors, cell-based, luminescence, uHTS, HEK293 (AID 1566); one-dose inhibition, % at 4 µM; EC50 in µM for titrated hits; 290,000 compounds, 0.63% hits; HEK293 NOD2/NF-kB luciferase reporter, luminescence; higher % means a stronger effect; note: many of its hits are not listed in these tables
# KOR beta-arrestin-1: KOR antagonists, beta-arrestin recruitment, cell-based, luminescence, uHTS (AID 1778) | KOR beta-arrestin recruitment, luminescence, antagonist mode; higher % means a stronger effect | one-dose inhibition, % at 10 µM; IC50 in µM for titrated hits | 290,000 compounds, 0.091% hits; note: strong numbers were not always called active
# NS5 inhibitors: Dengue-2 NS5 methyltransferase inhibitors, primary screen, biochemical, confirmation dose response (AID 588689) | Genome polyprotein (Dengue virus type 2 (strain 16681-PDK53)) | Dengue-2 NS5 methyltransferase capping enzyme assay, biochemical; higher % means a stronger effect | inhibition, % at 25 µM, or IC50 in µM where a hit was titrated | 340,000 compounds, 0.3% hits; in the data active = a potency from the dose series; inconclusive = inhibition above about 29% without an active follow-up result
# KOR beta-arrestin-2: KOR agonists, beta-arrestin recruitment, primary screen, cell-based, luminescence, uHTS (AID 1777) | Kappa-type opioid receptor (Homo sapiens) | KOR beta-arrestin recruitment, luminescence; higher % means a stronger effect | one-dose activation, % at 10 µM; EC50 in µM for titrated hits | 280,000 compounds, 0.02% hits; in the data active = activation above about 50%, passing the limit was not always enough; note: a part of the inactive calls stands beside numbers as strong as those of hits
# NS5 inhibitors pilot replicate: further read-out of NS5 inhibitors, marked with its call; inhibition, %; measured here: pilot screen replicate inhibition
# An asterisk follows results filed as active; i = inactive; ? = inconclusive; · = no result given; [ ] = another dose, or the depositor's remark. Cut-off read from the data, not from the text of the source, unless noted: active = inhibition above about 50%; inactive = the rest.
SMILES,NOD1 inhibition,HIV fusion peptide,AID2073,Yfh1-off respiration,West Nile antiviral,HEK293 NOD2/NF-kB,KOR beta-arrestin-1,NS5 inhibitors,KOR beta-arrestin-2,others
COc1cc(/C=C2\SC(=O)NC2=O)ccc1Oc1cnccn1,-20%,2.0%,7%,i,-0.5%,-23%,-1%,1%,0.8%,
COc1cc(/C=N/NC(=O)c2sc3ccccc3c2Cl)ccc1OC(=O)c1ccc([N+](=O)[O-])cc1,-13%,0.1%,20%,i,0.7%,-5%,2%,-5%,1.0%,
CCN(CC)CC(=O)NCc1cc(-c2ccc(OC)cc2)no1,-8%,2.2%,22%,i,-0.1%,13%,12%,-5%,-1.8%,
Cc1cc(C)c(C)c(S(=O)(=O)Nc2ccc(OCC(=O)O)cc2)c1C,2%,3.4%,-6%,i,0.8%,11%,-2%,-7%,-1.6%,
O=C(CNC(=O)c1cccs1)N/N=C/c1cccc(Cl)c1,16%,0.5%,9%,·,0.2%,5%,-19%,-8%,5.9%,
CCOC(=O)c1ccc(Nc2ncnc3c2cnn3C)cc1,-13%,-1.9%,2%,i,0.2%,-3%,-1%,1%,-7.6%,
Cc1c(O)ccc2c(CC(=O)N[C@@H](Cc3c[nH]c4ccccc34)C(=O)O)cc(=O)oc12,0%,6.0%,31%,·,0.6%,5%,-6%,0%,-4.5%,
Cc1nc2scc(C)n2c(=O)c1S(=O)(=O)N1CCN(c2cccc(C(F)(F)F)c2)CC1,6%,2.3%,9%,·,-1.2%,-6%,-44%,-4%,2.8%,
C/C(=N\OC(=O)c1ccccc1)c1c(C)nc2cc(C)ccn12,-25%,0.5%,8%,i,-0.2%,-4%,21%,-2%,-3.6%,
Cc1cccc(NS(=O)(=O)c2ccccc2)n1,-14%,1.7%,11%,i,0.0%,-4%,12%,6%,0.5%,NS5 inhibitors pilot replicate=-3.0
CCOC(=O)C1=C(C)NC2=C(C(=O)C(C(=O)OCC)C(c3ccccc3OC)C2)C1c1ccccn1 (configuration not stated),·,5.3%,24%,i,0.2%,17%,-2%,-12%,2.0%,
Cn1c(NC(=O)c2ccco2)c(-c2ccc(Cl)cc2)c(=O)c2ccccc21,-8%,-0.4%,7%,i,-0.3%,4%,-1%,-7%,5.9%,
C/C(CCC(=O)O)=N/Nc1ccc([N+](=O)[O-])cc1[N+](=O)[O-],-26%,-1.6%,-11%,i,-1.5%,-36%,0%,-3%,0.5%,
COc1ccc(OC)c2[nH]c(=O)c(CCNC(=O)C(C)(C)C)cc12,13%,1.7%,11%,i,0.0%,8%,-25%,-6%,-3.4%,
O=C(Nc1ccc(Oc2ccccc2)nc1)C1CCCCN1Cc1cccc(O)c1 (configuration not stated),-28%,1.4%,3%,·,0.5%,1%,11%,-14%,-4.6%,
CC(Nc1cc(N2CCNCC2)ccc1[N+](=O)[O-])c1ccccc1 (configuration not stated),37%,-5.4%,12%,i,?,6%,-16%,-2%,-2.5%,
O=C(c1ccccc1)C(CCC(CN1CCOCC1)C(=O)c1ccccc1)CN1CCOCC1 (configuration not stated),21%,-2.7%,-7%,i,-0.9%,20%,42%,-59%,-1.7%,
CCn1nc(C)cc1C(=O)N1CCCC(N2CCN(Cc3ccc4c(c3)OCO4)CC2)C1 (configuration not stated),-17%,0.3%,2%,·,-0.5%,4%,-20%,-10%,-1.1%,
CC(=O)Nc1ccc(NC(=O)Cc2sc(-c3cccnc3)nc2-c2ccc(C)cc2)cc1,-19%,-1.3%,-8%,i,1.8%,22%,-30%[20 µM],-9%,-1.8%,
O=C(Nc1cccc(C(F)(F)F)c1)/C(=C\c1ccco1)NC(=O)c1cccs1,-22%,22%,-14%,i,-1.2%,4%,20%,-4%,2.2%,

# Entries listed so far that have a furan ring, fused or not, in the order listed:
SMILES,NOD1 inhibition,HIV fusion peptide,AID2073,Yfh1-off respiration,West Nile antiviral,HEK293 NOD2/NF-kB,KOR beta-arrestin-1,NS5 inhibitors,KOR beta-arrestin-2,others
Cn1c(NC(=O)c2ccco2)c(-c2ccc(Cl)cc2)c(=O)c2ccccc21,-8%,-0.4%,7%,i,-0.3%,4%,-1%,-7%,5.9%,
O=C(Nc1cccc(C(F)(F)F)c1)/C(=C\c1ccco1)NC(=O)c1cccs1,-22%,22%,-14%,i,-1.2%,4%,20%,-4%,2.2%,

# (listing goes on)
SMILES,NOD1 inhibition,HIV fusion peptide,AID2073,Yfh1-off respiration,West Nile antiviral,HEK293 NOD2/NF-kB,KOR beta-arrestin-1,NS5 inhibitors,KOR beta-arrestin-2,others
CC1(C)C(=O)Nc2ccccc2N1C(=O)COC(=O)c1ccc(Cl)c(S(=O)(=O)NCc2ccccc2)c1,-24%,0.4%,11%,i,0.4%,-28%,-51%,-2%,2.7%,
Cc1cc(C)n(-c2nc3ccccc3nc2Nc2ccc3c(c2)OCO3)n1,-21%,-0.4%,11%,i,0.1%,24%,36%,-1%,0.4%,
O=C(OCC#Cc1c(COC(=O)c2ccccc2)nnn1Cc1ccccc1)c1ccccc1,-6%,1.6%,-16%,i,0.8%,18%,-5%,-2%,1.0%,
CC(NC(=O)NC(=O)c1cccc([N+](=O)[O-])c1)C1CC1 (configuration not stated),-8%,-1.4%,15%,·,-0.9%,8%,-1%,-2%,-2.6%,
Cc1nonc1OCCNCCNc1ccc([N+](=O)[O-])cc1Cl,-25%,-0.9%,-8%,i,-1.5%,22%,-22%[20 µM],-5%,·,
COc1cccc(OC)c1C(=O)N1CCOCC1,-33%,2.1%,9%,i,0.4%,8%,36%,0%,7.5%,
Cn1c(SCC(=O)NC2CCCCCC2)nnc1-c1cccs1,-6%,0.4%,13%,·,·,13%,-20%,-6%,·,
CC(C)C(=O)N=c1sc2cccc(F)c2n1C,-5%,-0.9%,5%,i,-0.3%,4%,22%,5%,2.7%,
COc1ccc(C2CC(=O)n3nc(C45CC6CC(CC(C6)C4)C5)nc3S2)cc1OC (configuration not stated),-42%,-0.6%,-8%,i,-0.2%,2%,26%,-5%,7.4%,
O=C(/C=C/c1ccccc1)/C=C/c1ccccc1,15%,3.9%,-18%,i,-1.7%,28%,·,4%,-1.7%,
CC(O)Cn1ccccc1=N (configuration not stated),10%,-3.6%,0%,i,0.3%,8%,19%,4%,12%,
CCOC(=O)c1[nH]c2ccc(Br)cc2c1NC(=O)CNC,-3%,-0.7%,1%,i,-0.6%,22%,-1%,9%,-4.9%,
COCCNC(=O)Cn1cnc2c(cnn2-c2ccc(OC)cc2)c1=O,-5%,-1.3%,6%,·,-0.4%,13%,30%,-1%,0.6%,
CCCN1CCN(CCCNC(=O)Cn2nc(C)n3c(cc4cc(F)ccc43)c2=O)CC1,-16%,0.1%,-2%,·,-0.2%,21%,-15%,-7%,-2.9%,
N=c1n(CCN2CCCCC2)c2ccccc2n1CC(O)c1ccc(Cl)c(Cl)c1 (configuration not stated),19%,-1.2%,-4%,i,-2.0%,-15%,·,-7%,·,
CC(C)c1cc(CNC(=O)CCc2nnc(CCCCc3ccccc3)o2)on1,-1%,-0.8%,10%,i,0.1%,1%,35%,-4%,0.9%,
CCOC(=O)C1(Cc2ccccc2C(F)(F)F)CCN(C2CCN(C(C)=O)CC2)CC1,-32%,2.2%,-1%,i,-1.1%,-1%,-25%,-5%,3.1%,
CC1CN(C(=O)COC(=O)c2c(Cl)cccc2Cl)CC(C)O1 (configuration not stated),-20%,0.9%,6%,i,0.6%,12%,-19%,-1%,6.2%,
COc1ccc(N2CC(C(=O)N3CCN(C(=O)c4ccco4)CC3)CC2=O)cc1 (configuration not stated),-8%,1.1%,-1%,·,0.1%,-2%,-16%,-2%,0.8%,
Cc1cc(=O)oc2cc(OCC(=O)OCC(=O)Nc3ccc(C(N)=O)cc3)ccc12,4%,-1.6%,33%,i,0.0%,10%,18%,6%,-2.1%,
CCn1cc(S(=O)(=O)NCc2ccc(OC)cc2)cn1,-20%,0.6%,-4%,·,-0.7%,-4%,14%,-4%,1.1%,
Oc1cccc(-n2nnnc2SCc2ccccc2F)c1,-5%,-1.7%,14%,·,-0.5%,7%,2%,7%,-6.0%,
O=C(c1ccccc1Cl)N1CCN(Cc2ccc3c(c2)OCO3)CC1,19%,-0.9%,11%,·,-1.1%,-8%,-8%,-5%,9.2%,
Cc1ccc(C2C(C#N)=C(N)Oc3n[nH]c(-c4cccnc4)c32)o1 (configuration not stated),3%,3.4%,-6%,i,-0.2%,4%,-9%,2%,1.6%,
CCN(CC)CCNC(=S)Nc1ccc2nc(N3CCCC3)cc(C)c2c1,-5%,-2.5%,-4%,i,2.4%,12%,0%,-9%,-4.6%,
O=C(CN1CC[C@@]2(O)CCCC[C@H]2[C@@H]1c1ccc(F)cc1)NCc1ccco1,-15%,4.1%,10%,i,-0.3%,7%,-14%,-8%,3.5%,
CCOc1ccc(OCc2ccc(C(=O)OCc3ccccn3)o2)cc1,-34%,-0.8%,-2%,·,·,-79%,-5%,-6%,2.8%,
O=C(COC(=O)c1c[nH]c(=O)[nH]c1=O)Nc1ccccc1Br,2%,1.4%,-15%,i,0.7%,4%,15%,1%,-3.3%,
CC1=C(NCCc2ccccc2)CCC1=O,-13%,4.6%,-1%,i,0.5%,0%,18%,-5%,-3.0%,
CCn1c(C)nc2cc(C(=O)N/N=C(\C)c3ccccc3O)ccc21,-35%,0.8%,10%,i,0.1%,-42%,5%,5%,-2.1%,
CCc1ccccc1NC(=O)CN(C)S(=O)(=O)c1ccc2c(c1)c(=O)n(C)c(=O)n2C,-5%,10%,3%,i,-0.1%,2%,15%,-2%,-8.3%,
CCOC(=O)CCN(Cc1cccs1)S(=O)(=O)c1ccc(F)cc1,-11%,0.3%,3%,i,-0.2%,9%,0%,-6%,0.3%,
CCOC(=O)c1sc(=S)n(C)c1NC(=O)c1ccc(C(C)(C)C)cc1,-3%,2.3%,-31%,i,-1.3%,21%,-2%,-4%,4.9%,
O=C(NCc1ccco1)c1cc(-c2cccs2)on1,-178%,-3.3%,-5%,i,0.0%,-104%,-59%,-2%,4.3%,
CCCOc1ccccc1Cn1c(=O)oc2ccc(C)cc21,-9%,1.7%,-3%,i,-0.8%,9%,-42%,-5%,2.9%,
O=C(CCc1nnc(Cc2c[nH]c3ccccc23)o1)NCC1CC12CCCCC2 (configuration not stated),-23%,-0.7%,2%,i,-1.0%,-2%,-15%[20 µM],-9%,-2.7%,
CSc1nnc(-c2ccc([N+](=O)[O-])cc2)o1,-35%,-1.1%,8%,i,-0.7%,10%,-9%[20 µM],8%,·,
COC(=O)C1CCN(C(=O)NC(C)(C)C)CC1,·,0.2%,8%,i,0.3%,5%,4%,4%,-0.9%,
COc1ccc2cc(C(=O)C3CCCN(Cc4ccccn4)C3)ccc2c1 (configuration not stated),-25%,9.1%,28%,i,-1.2%,-7%,-1%[20 µM],4%,·,
Cc1ccc(CC(=O)Nc2ccc(S(=O)(=O)Nc3ncccn3)cc2)cc1,-25%,-0.1%,-2%,·,0.0%,12%,-7%[20 µM],·,-7.6%,

# The list is partial; rates above refer to the full screens.
